# Screens from PubChem.
# M4 antag = human M4 muscarinic receptor antagonists, primary screen, CHO cells, Fluo-8 calcium fluorescence; CHO-hM4 cells, ACh EC80; inhibition, % at 3 µM; 360,000 tested, 0.73% active; AID 624125, 2012;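 active = inhibition above its plate's cutoff, the mean inhibition of sample wells plus 3 SD, cut at about 27% in these data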;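 note: 0% = acetylcholine EC80 with DMSO and 100% = DMSO without agonist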
# M4 PAM = human M4 muscarinic receptor positive allosteric modulators, primary screen, CHO-K1 cells, Fluo-8 calcium fluorescence; AID 624126, 2012; 360,000 tested, 0.4% active; Muscarinic acetylcholine receptor M4 (Homo sapiens), P08173; CHO-K1 hM4/Gqi5, ACh EC20; 0% = ACh EC20, 100% = maximal ACh; activation, % at 3 µM;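 active = activation above its plate's cutoff, the mean activation of sample wells plus 3 SD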; note: some results filed as inactive read as strong as hits
# M1 PAM = human M1 muscarinic receptor positive allosteric modulators, primary screen, CHO-K1 cells, Fluo-8 calcium fluorescence, 1536-well; AID 588819, 2011; activation, % at 3 µM; CHO-K1 hM1, ACh EC20; 0% = ACh EC20, 100% = maximal ACh; 360,000 tested, 0.088% active; in the data active = activation above about 19%, passing the limit was not always enough
# Target sequence (P11229 whole entry, looked up): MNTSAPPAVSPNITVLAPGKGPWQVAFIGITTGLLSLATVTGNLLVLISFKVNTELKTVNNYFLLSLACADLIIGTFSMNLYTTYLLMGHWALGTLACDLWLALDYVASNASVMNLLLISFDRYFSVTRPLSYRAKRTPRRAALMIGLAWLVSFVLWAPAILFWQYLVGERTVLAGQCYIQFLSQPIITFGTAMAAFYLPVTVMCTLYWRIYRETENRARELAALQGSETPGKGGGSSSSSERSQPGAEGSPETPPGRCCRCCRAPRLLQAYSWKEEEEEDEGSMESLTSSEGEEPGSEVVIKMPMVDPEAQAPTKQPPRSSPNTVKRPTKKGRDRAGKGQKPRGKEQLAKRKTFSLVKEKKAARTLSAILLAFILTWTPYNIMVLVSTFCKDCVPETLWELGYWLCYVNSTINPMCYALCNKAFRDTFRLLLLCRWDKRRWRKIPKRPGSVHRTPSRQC
# CRFR2-BP ag = agonists of CRF-BP/CRF-R2 complex, primary screen, cell-based, HEK293, calcium dye fluorescence, uHTS | calcium dye fluorescence (FLIPR); percent of saturating CRF peptide response | activation, % at 13.2 µM | 350,000 tested, 0.46% active | CRF-binding protein / CRF receptor 2 complex (human);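 active = activation of at least 50%, plus an integration ratio under a set limit after plate pattern correction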;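 note: plate controls were neutral control wells without compound for no effect and CRF at EC100 for full effect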
# M5 antag = human M5 muscarinic receptor antagonists, primary screen, CHO cells, Fluo-8 calcium fluorescence | 360,000 tested, 0.59% active | CHO-hM5 cells, ACh EC80 | inhibition, % at 3 µM | Muscarinic acetylcholine receptor M5 (Homo sapiens), P08912 | AID 624040, 2012;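 active = inhibition above a per-plate cutoff, the mean of that plate's test compounds plus 3 SD, cut at about 27% in these data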;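 note: 0% = acetylcholine EC80 with DMSO and 100% = DMSO without agonist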
# Target sequence (P08912 whole entry, looked up): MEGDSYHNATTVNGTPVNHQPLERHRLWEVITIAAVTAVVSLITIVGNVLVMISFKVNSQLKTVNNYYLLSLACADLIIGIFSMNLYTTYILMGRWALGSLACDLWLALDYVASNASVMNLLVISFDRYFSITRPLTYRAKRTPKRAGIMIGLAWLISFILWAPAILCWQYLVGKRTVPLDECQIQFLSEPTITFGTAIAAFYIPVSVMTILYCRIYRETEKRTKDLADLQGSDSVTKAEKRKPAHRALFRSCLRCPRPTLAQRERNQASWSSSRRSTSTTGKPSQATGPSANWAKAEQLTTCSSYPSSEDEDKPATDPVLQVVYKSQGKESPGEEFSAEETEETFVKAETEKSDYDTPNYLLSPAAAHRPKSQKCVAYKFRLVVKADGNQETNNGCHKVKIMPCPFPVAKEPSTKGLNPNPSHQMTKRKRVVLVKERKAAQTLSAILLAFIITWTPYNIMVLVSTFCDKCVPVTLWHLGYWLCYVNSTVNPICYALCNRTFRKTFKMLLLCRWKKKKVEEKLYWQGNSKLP
# CHRM5 agonist = human M5 muscarinic receptor agonists, primary screen, CHO-K1 cells, Fluo-8 calcium fluorescence | Muscarinic acetylcholine receptor M5 (Homo sapiens), P08912 | 360,000 tested, 0.19% active | activation, % at 3 µM | AID 624037, 2012 | CHO-K1 hM5 cells; 0% DMSO wells, 100% maximal acetylcholine response;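 active = activation above the run's mean over test compounds plus 3 SD, cut at about 23% in these data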;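 note: signal is peak over basal fluorescence ratio across the kinetic read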
# CHRM1 antagonist = human M1 muscarinic receptor antagonists, primary screen, CHO-K1 cells, Fluo-8 calcium fluorescence, 1536-well. inhibition, % at 3 µM. Muscarinic acetylcholine receptor M1 (Homo sapiens), P11229. CHO-K1 hM1, ACh EC80 antagonist. 360,000 tested, 1.3% active;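 active = percent inhibition above its own plate's cutoff, namely the mean of that plate's compound wells plus 3 SD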;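 note: peak over basal fluorescence ratio during 140 s after agonist addition; 0% = ACh EC80 plus DMSO and 100% = DMSO alone without agonist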
# CHRM5 PAM = human M5 muscarinic receptor positive allosteric modulators, primary screen, CHO-K1 cells, Fluo-8 calcium fluorescence. activation, % at 3 µM. Muscarinic acetylcholine receptor M5 (Homo sapiens), P08912. AID 624038, 2012. CHO-K1 hM5, ACh EC20 PAM; 0% = ACh EC20, 100% = ACh EC100. 360,000 tested, 0.3% active;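 active = activation above the run cutoff, the mean activation of all test compounds plus 3 SD, cut at about 18% in these data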
#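 Assay system: CHO-K1 hM5 cells. Also added: acetylcholine at EC20 concentration, added after compound. Dosing: 3 µM, single dose. Times: compound preincubation 140 s before EC20 acetylcholine addition. Signal: Fluo-8 calcium fluorescence. Measure: % activation relative to EC20 and EC100 ACh responses. Repeats: singlicate, one well per test compound.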
# M4 ag = human M4 muscarinic receptor agonists, primary screen, CHO-K1 cells, Fluo-8 calcium fluorescence; CHO-K1 hM4/Gqi5; vehicle 0%, full acetylcholine response 100%; activation, % at 3 µM; 360,000 tested, 0.14% active; AID 624127, 2012;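 active = activation above the run mean over all test wells plus 3 SD, cut at about 32% in these data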;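 note: peak over basal fluorescence ratio per well then scaled between controls; 0% = DMSO wells and 100% = acetylcholine at EC100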
# An asterisk follows results filed as active; nt = not tested or not shown.
SMILES,M4 antag,M4 PAM,M1 PAM,CRFR2-BP ag,M5 antag,CHRM5 agonist,CHRM1 antagonist,CHRM5 PAM,M4 ag
Cc1ccc(NC(=S)Nn2cnnc2)c(C)c1,-6,18,19,nt,-10,-5,-22,2,1
Oc1ccc(-n2nnnc2SCc2c(F)cccc2Cl)cc1,-10,-3,13,-3.3,12,-6,-10,-5,6
O=C1[C@@H]2Cc3c([nH]c4ccccc34)CN2C(=O)CN1CCO,-22,7,6,-0.1,8,-2,-11,-6,2
Cc1ccc2c(c1)N(CC(=O)NCC1CCCO1)C(=O)CO2 (stereo unspecified),7,2,6,1.0,1,-1,-7,1,3
CC1(Oc2ccc(-n3ccnc3)cc2)CCN(Cc2cccn2-c2nccs2)C1 (stereo unspecified),2,-7,-4,nt,-1,-3,-7,-3,2
O=C(O)c1ccc(NS(=O)(=O)c2cc(Cl)ccc2Cl)cc1,-4,5,9,-0.8,-2,0,-6,-4,0
CNC(=S)SCCOc1ccccc1,2,5,11,0.0,6,-7,-15,-2,1
Cc1cc(SC#N)cc(C)c1NC(=O)CCl,6,-4,7,1.4,-1,-1,-2,2,0
CCC1CCCCN1Cc1nc2ccccc2c(=O)n1CC(C)=O (stereo unspecified),-8,2,13,-0.2,15,-4,-7,-2,1
CCOc1ccc(C(=O)Nc2nc(C)cc(C)n2)cc1[N+](=O)[O-],5,6,-1,-0.2,-4,0,2,-1,1
COc1ccc(Nc2nc(N)nc(CN3CCC(Cc4ccccc4)CC3)n2)cc1,5,-9,-27,-0.8,7,-4,33*,-13,3
CC1CCC(NC(=O)C2CCN(S(=O)(=O)c3cccc4nonc34)CC2)CC1 (stereo unspecified),4,-7,3,-0.4,11,0,0,1,2
O=CN1CCN(c2c([N+](=O)[O-])c(=O)oc3ccccc23)CC1,-28,-3,5,3.5,6,0,1,0,1
O=C1NC(=S)NC1=Cc1ccc2c(c1)CCC2,-8,5,10,-8.8,-4,-5,-9,4,0
CCn1c(NCc2cc(OC)ccc2OC)nc2ccccc21,5,9,12,-1.3,-3,-10,-14,-5,1
O=C(C1CCN(S(=O)(=O)c2ccc(Cl)cc2)CC1)N1CCCCCCC1,12,-10,-10,-1.3,-18,2,23,-6,4
CC(C)COc1ccc(C(=O)Nc2ccccc2[N+](=O)[O-])cc1,-16,5,6,1.6,-2,-4,-5,-4,-2
CC(C)(C)c1cc(NC(=O)Nc2ccc(Cl)cc2Cl)no1,-2,-1,-4,3.1,10,-6,9,-5,0
Cc1ccc(NC2=C/C(=N\S(=O)(=O)c3cccs3)c3ccccc3C2=O)c(C)c1,11,-7,-8,-2.5,15,-3,-1,-4,5
COc1ccc(NS(=O)(=O)c2cc(NC(=O)C(CC(C)C)NC(N)=O)ccc2N2CCOCC2)cc1 (stereo unspecified),-15,7,-3,-0.5,5,-1,1,-1,3
COc1cccc(NC(=O)C2CCC(CNS(=O)(=O)c3cccc4cccnc34)CC2)c1 (stereo unspecified),-2,-3,-8,-0.2,5,-2,13,-8,10
O=C(CC(c1ccccc1)c1cc(Br)ccc1O)NCc1ccco1 (stereo unspecified),-7,11,-2,-1.7,4,-7,-4,-3,3
COC(=O)[C@]1(C)N[C@H](CN(C)C(=O)C2CCCCC2)[C@@H]2C(=O)N(C)C(=O)[C@@H]21,-17,-1,15,-4.4,-13,1,-16,-1,0
Cc1sc2ncn(CC(=O)OCC(=O)NC(C)(C)C)c(=O)c2c1C,-2,-4,4,2.8,-4,0,-6,-1,2
O=C(NCc1nnc(SCC(=O)N2CCCC2)o1)c1ccccc1,2,-3,-5,-2.2,7,-2,21,-2,0
# Remaining list, next part
SMILES,M4 antag,M4 PAM,M1 PAM,CRFR2-BP ag,M5 antag,CHRM5 agonist,CHRM1 antagonist,CHRM5 PAM,M4 ag
COc1cc2c(cc1NC(=S)Nc1cccc(C(F)(F)F)c1)oc1ccccc12,-3,6,5,-1.3,2,-4,-5,-1,1
CN(C)/C=N/c1nc2nccc(-c3ccccn3)n2n1,-7,-3,-4,-0.5,5,0,-4,-6,8
O=c1cc(NCc2ccccc2)c2ccccc2o1,-3,-2,8,0.4,-7,-4,-12,6,1
Cc1cc(NC(=O)c2ccc(C)c([N+](=O)[O-])c2)no1,-5,-2,6,-0.8,2,-1,-7,-2,0
COc1cc(OC)c(C(=O)Nc2ccncc2)cc1OC,-7,2,14,-1.0,-4,1,-19,2,3
O=C1Cc2ccccc2C(c2c(Cl)cccc2Cl)N1 (stereo unspecified),1,-1,1,1.5,12,0,-7,-12,0
COc1cccc(CNC(=O)CSc2cc(=O)n(C)c3ccccc23)c1,1,-4,9,0.4,-9,-2,-5,0,2
CCc1nc(SCC(=O)Nc2ccc(Br)cn2)n[nH]1,-6,15,18,nt,-1,-4,-21,5,1
C[C@H](CO)N1C[C@H](C)[C@H](CN(C)C(=O)Nc2ccc(F)cc2)OCc2ccccc2-c2c(n(C)c3ccccc23)C1=O,-5,-5,4,17,6,0,-7,-4,4
O=C(COc1ccc([N+](=O)[O-])cc1Cl)N(C1CCCCC1)C1CCS(=O)(=O)C1 (stereo unspecified),6,3,6,8.0,-7,3,6,5,4
CCC(C)NC(=O)C1CCN(S(=O)(=O)c2ccc(Br)s2)CC1 (stereo unspecified),-4,-16,1,-2.4,5,0,-11,-6,5
Cc1nn(CC(=O)NC(C)c2ccccc2)c(=O)c2ccccc12 (stereo unspecified),2,17,9,-1.2,-9,-1,1,3,0
CCOC(=O)[C@H]1[C@H]2COc3ccc(Cl)cc3[C@@H]2N2C(=O)c3ccccc3NC(=O)[C@@]12C,-4,12,11,-1.2,0,5,-10,14,1
NNC(=O)c1cn2ccccc2n1,-3,-4,11,-0.4,8,0,-15,-5,2
COc1ccc(OC)c(NC(=O)CC2SC(=NCc3ccccc3)NC2=O)c1 (stereo unspecified),-3,4,4,-3.6,-1,-1,1,17,1
CN1CCN(C(=O)c2cc3c(c(-c4cccc(-c5cc6ccccc6o5)c4)n2)[C@H](CCO)N(S(=O)C(C)(C)C)C3)CC1 (stereo partly specified),6,-3,-5,nt,18,-3,-13,-10,21
C=CCn1c(Cc2cccs2)nnc1SCC(=O)c1cccc(Br)c1,-8,-2,2,-0.8,-2,-10,0,-4,3
Cc1ccc(C(=C2C3C=CC2C2C(=O)NC(=O)C32)c2ccc(C)cc2)cc1 (stereo unspecified),-1,-1,3,1.8,0,-4,-4,3,-2
Cc1ccc(-n2c(O)c(/C=N/NC(=O)C3COc4ccccc4O3)c3ccccc3c2=O)cc1 (stereo unspecified),-4,-7,-2,-0.2,8,0,-9,-17,11
O=C(CN1CCC(Cc2ccccc2)CC1)N1CCc2ccccc2C1,1,-5,-25,-2.6,-8,-9,23,0,2
COc1ccc(Cn2c(=O)[nH]c3cc(C(=O)N4CCN(c5ccccc5)CC4)ccc3c2=O)cc1,4,-7,-1,0.2,4,-3,13,-2,0
O=C(COC(=O)c1ccccn1)Nc1ccccc1OC(F)F,3,-1,8,1.0,13,-3,-5,-1,0
CCC(C)(C(=O)NC1CCCCC1)N(Cc1cccs1)C(=O)c1ccccn1 (stereo unspecified),-9,-3,0,-3.7,5,0,9,4,0
Cc1noc(C)c1S(=O)(=O)NC1CCN(Cc2ccccc2)CC1,-2,7,3,3.0,-5,-1,-4,6,1
CCC(NC(=O)C1CCCO1)c1ccccc1 (stereo unspecified),2,0,5,1.2,2,0,-7,-4,1
# Additional compounds.
SMILES,M4 antag,M4 PAM,M1 PAM,CRFR2-BP ag,M5 antag,CHRM5 agonist,CHRM1 antagonist,CHRM5 PAM,M4 ag
CC(C)C(=O)Nc1nc(-c2ccc3c(c2)CCN3C(=O)C2CC2)cs1,-9,-10,-7,-0.7,19,0,4,-8,9
C[C@@H]1CN([C@@H](C)CO)C(=O)c2cc(Br)cnc2O[C@H]1CN(C)C(=O)C1CCCCC1,-1,2,8,0.9,4,2,-19,0,0
COc1cc(-c2nnc(NC(=O)CS(=O)(=O)c3ccc(Cl)cc3)o2)cc(OC)c1OC,-6,7,15,3.7,6,0,-7,0,0
COc1cccc(CN(C(=O)COc2ccccc2[N+](=O)[O-])C2CCS(=O)(=O)C2)c1 (stereo unspecified),-2,6,12,-0.2,7,-4,0,5,1
CCOc1ccc(S(=O)(=O)N2CCN=C2c2ccccc2)c(C)c1C,-3,-1,11,0.6,17,-3,-16,-10,2
Cn1cnc(C(=O)NCc2ccc(CNC(=O)OC(C)(C)C)cc2)c1C(=O)NCc1ccc(CNC(=O)OC(C)(C)C)cc1,18,-11,-10,1.8,16,-1,23,-20,13
CCOC(=O)N1CCN(C(=O)CS(=O)Cc2nc(-c3ccc(OC)c(OC)c3)oc2C)CC1 (stereo unspecified),8,6,13,0.2,-8,-5,-12,1,0
Cn1c(-c2ccccc2)c[n+]2c1CCCCC2,-5,8,16,2.1,7,-2,-20,-1,3
O=C(NCc1ccc(OC(F)(F)F)cc1)c1cc(-c2ccccc2)nn1CC1CC(c2cccnc2)=NO1 (stereo unspecified),3,-5,1,1.7,1,2,-3,0,7
Cc1ccc(C(=O)OCC(=O)NC2CCCc3ccccc32)o1 (stereo unspecified),8,5,14,-3.0,19,-5,2,1,-1
O=C(Nc1cccc(NC(=O)c2ccccc2[N+](=O)[O-])n1)c1ccccc1[N+](=O)[O-],5,-2,3,0.4,3,-3,-18,4,4
Cc1ccccc1CN1CC2=C(CCN(Cc3ccccc3)C2=O)N2CCN=C12,11,-9,-2,nt,6,1,9,-5,2
CC1CCN(C(=O)c2ccccc2NS(=O)(=O)c2ccccc2)CC1,-11,5,11,-0.7,2,-7,-5,1,1
C/C(CCc1oc2ccccc2c1-c1ccc(C)o1)=N/O,-5,4,9,0.6,-2,-3,-37,2,0
CCOC(=O)CSc1nc2ccc(C)cc2[nH]1,0,11,12,39,-4,0,-15,4,0
CCCN(C(=O)Cc1coc2cc(C)c(C)cc12)c1c(N)n(Cc2ccccc2)c(=O)[nH]c1=O,3,4,-1,-0.5,9,1,7,4,1
COc1ccc(S(=O)(=O)NCc2cccnc2)cc1NC(=O)c1ccccc1C,-2,-1,5,0.7,1,1,0,5,2

# Reprinted at random: two records from the list, in no set order.
SMILES,M4 antag,M4 PAM,M1 PAM,CRFR2-BP ag,M5 antag,CHRM5 agonist,CHRM1 antagonist,CHRM5 PAM,M4 ag
O=C(Nc1cccc(NC(=O)c2ccccc2[N+](=O)[O-])n1)c1ccccc1[N+](=O)[O-],5,-2,3,0.4,3,-3,-18,4,4
CC1CCN(C(=O)c2ccccc2NS(=O)(=O)c2ccccc2)CC1,-11,5,11,-0.7,2,-7,-5,1,1
